SSB-PriA inh: inhibitors of Klebsiella pneumoniae PriA binding to SSB C-terminal tail, primary screen, biochemical, AlphaScreen; PriA–SSB C-terminal tail interaction (Klebsiella pneumoniae); AlphaScreen SSBct-PriA binding, biotinylated peptide; inhibition, % at 33 µM; hit rate 0.6% among 430,000; AID 1272365, 2023; in the data active = inhibition mostly above about 37%, no sharp cut-off; inactive = mostly below about 20%;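 also: plate controls were negative control peptide for no effect and reference peptide for full effect; strong numbers were not always called active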
VHR inh abs: VHR1 phosphatase inhibitors, primary screen, biochemical, absorbance, uHTS; Dual specificity protein phosphatase 3 (Homo sapiens), P51452; recombinant VHR phosphatase, pNPP absorbance; inhibition, % at 13.3 µM; hit rate 0.52% among 290,000; in the data active = inhibition above about 50%; also: some compounds called inactive have numbers as strong as hits
Target sequence (P51452 whole entry, looked up): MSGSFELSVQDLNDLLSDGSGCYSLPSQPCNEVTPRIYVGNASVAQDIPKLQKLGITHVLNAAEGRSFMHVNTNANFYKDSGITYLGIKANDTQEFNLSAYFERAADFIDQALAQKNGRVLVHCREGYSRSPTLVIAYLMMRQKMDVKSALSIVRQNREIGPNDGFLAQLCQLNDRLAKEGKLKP
Rv3671c protease: Rv3671c serine protease inhibitors, primary screen, biochemical, fluorescence polarization, M. tuberculosis H37Rv; inhibition, % at 5.96 µM; hit rate 0.048% among 320,000; in the data active = inhibition above about 38%;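 also: extracellular domain of Rv3671c used as enzyme; 0% = enzyme with DMSO and 100% = no enzyme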
Anthrax LF prot: Bacillus anthracis LF protease inhibitors, primary screen, biochemical, multiplex microsphere, MLPCN library; multiplex microsphere protease cleavage assay; inhibition, % at 10 µM; hit rate 0.12% among 360,000; AID 588501, 2011; in the data active = inhibition above about 30%; also: plate controls were buffer without enzyme for full effect and enzyme alone for no effect
Target sequence (P15917 whole entry, looked up): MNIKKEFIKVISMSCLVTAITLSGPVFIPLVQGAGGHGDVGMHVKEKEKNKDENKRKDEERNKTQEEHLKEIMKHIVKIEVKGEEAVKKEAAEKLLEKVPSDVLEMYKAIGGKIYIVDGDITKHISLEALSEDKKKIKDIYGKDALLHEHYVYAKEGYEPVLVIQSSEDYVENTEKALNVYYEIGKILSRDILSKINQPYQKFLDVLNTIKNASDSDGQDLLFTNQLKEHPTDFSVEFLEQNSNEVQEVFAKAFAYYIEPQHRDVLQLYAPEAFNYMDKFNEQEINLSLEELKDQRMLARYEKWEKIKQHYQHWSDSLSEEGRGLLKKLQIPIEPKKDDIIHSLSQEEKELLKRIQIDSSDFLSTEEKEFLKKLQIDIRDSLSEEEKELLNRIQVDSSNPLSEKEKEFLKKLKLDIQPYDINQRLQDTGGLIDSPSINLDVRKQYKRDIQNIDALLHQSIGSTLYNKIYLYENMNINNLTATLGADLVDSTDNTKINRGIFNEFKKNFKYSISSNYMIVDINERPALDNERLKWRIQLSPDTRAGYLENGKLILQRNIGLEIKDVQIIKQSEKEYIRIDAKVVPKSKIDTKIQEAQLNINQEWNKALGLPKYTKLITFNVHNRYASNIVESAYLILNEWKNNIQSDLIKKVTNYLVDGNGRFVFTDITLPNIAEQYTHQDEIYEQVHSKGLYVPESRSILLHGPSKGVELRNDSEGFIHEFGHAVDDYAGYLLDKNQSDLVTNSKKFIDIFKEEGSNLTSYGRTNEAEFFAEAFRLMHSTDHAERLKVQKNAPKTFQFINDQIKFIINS
PfHsp40 rescue: rescue of yeast from PfHsp40 toxicity, primary screen, S. cerevisiae, ATP luminescence; S. cerevisiae expressing PfHsp40, growth rescue; growth rescue, % at 12.5 µM; hit rate 0.68% among 340,000; in the data active = growth rescue above about 28%, passing the limit was not always enough;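 also: yeast W303a lacking pdr1 and pdr3 grown in galactose medium; growth measured after three days at 30 °C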
TcdB GH inh: TcdB glycohydrolase inhibitors, primary screen, biochemical, single point, plate reader; Toxin B (Clostridioides difficile), P18177; TcdB glycohydrolase enzymatic assay; inhibition, % at 9.99 µM; hit rate 0.24% among 350,000; AID 652162, 2013; in the data active = inhibition above about 10%
MazF activator: activators of E. coli MazEF toxin-antitoxin RNase, primary screen, biochemical, fluorescence, uHTS. Endoribonuclease toxin MazF (Escherichia coli (strain K12)), P0AE70. FAM/BHQ RNA-DNA oligo cleavage fluorescence, 5 h. activation, % at 20 µM. hit rate 0.32% among 350,000. AID 504720, 2011; in the data active = activation above about 50%
Target sequence (P0AE70 whole entry, looked up): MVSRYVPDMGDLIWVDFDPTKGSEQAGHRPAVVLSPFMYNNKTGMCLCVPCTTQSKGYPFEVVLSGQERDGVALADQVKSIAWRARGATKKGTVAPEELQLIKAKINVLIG
BH1578 lux ind: inducers of Vibrio cholerae quorum light production without autoinducers, primary screen, BH1578 luxS cqsA deficient, single point | V. cholerae BH1578 lux reporter, luminescence, 6 h | activation, % at 18.7 µM | hit rate 0.16% among 350,000 | AID 588436, 2011; in the data active = activation mostly above about 9.7%, no sharp cut-off; also: not every result past the cut was called active; inactives centre near 0; reference of the scale not given here
Yp Topo-I inh: Yersinia pestis topoisomerase I inhibitors, primary screen, biochemical, cleavage product accumulation, plate reader, single point; DNA topoisomerase I (Yersinia pestis CO92); Y. pestis Topo-I cleavage product accumulation; hit rate 0.064% among 360,000; activity, % at 10 µM; AID 504884, 2011; in the data active = activity above about 50%, passing the limit was not always enough; also: inactives centre near 2
SARS 3CLpro inh: SARS-CoV 3CLpro protease inhibitors, primary screen, biochemical, quenched FRET | inhibition, % at 6 µM | hit rate 0.14% among 290,000 | recombinant SARS-CoV 3CLpro, quenched FRET peptide cleavage; in the data active = inhibition above about 12%
The depositor's hits bear a star; i = inactive; . = not tested or not shown; & = joins results of further samples. Only part of the results is shown. The share of hits here may be higher or lower than overall.

SMILES	Anthrax LF prot	PfHsp40 rescue	SARS 3CLpro inh	TcdB GH inh	Rv3671c protease	MazF activator	VHR inh abs	SSB-PriA inh	BH1578 lux ind	Yp Topo-I inh
Cc1cc(C)c(OC2(c3ccccc3)OC(=O)c3ccccc32)c(C)c1 (stereo not drawn)	-7	-1.0	-1	.	2	-3	30	-21	-0.4	-8
O=C(Cn1cnc2ccccc2c1=O)NCc1cccs1	12	-0.7	-1	0.1	6	4	23	-1	-0.1	1
Oc1ccc(Br)cc1/C=N/n1c(-c2ccccc2)n[nH]c1=S	8	1.1	2	1.3	8	0	25	.	-0.3	-1
COCCNC(=O)c1cnn2c(C(F)F)cc(-c3ccccc3)nc12	0	-0.7	4	0.5	5	5	5	-11	-0.2	7
Cc1nn(CC(=O)Nc2ccc(Cl)c(S(=O)(=O)N(C)C)c2)c(C)c1[N+](=O)[O-]	1	14	3	.	0	1	2	-6	-0.3	-12
Cc1cccc(C2CN(C)CCc3c2cc(O)c(O)c3Cl)c1 (stereo not drawn)	-4	-0.3	.	2.2	9	15	.	3	-0.7	9
CNC(=O)C[C@H]1C(=O)N(C2CCCCC2)C[C@@H]1c1ccc(Br)cc1	-4	.	.	-0.5	.	4	.	.	-0.3	3
Cc1cc(C)c2cc(C(=O)N3CCC(Cc4ccccc4)CC3)[nH]c2c1	3	0.5	2	-1.2	-7	-7	12	-2	-0.3	16
CCC1CCCCN1C(=O)COC(=O)COc1ccc(Br)cc1 (stereo not drawn)	.	-0.3	.	2.6	-2	-6	.	-1	0.5	16
O=C(NCc1ccc(F)cc1)C(=O)NCC(c1ccco1)N1CCOCC1 (stereo not drawn)	4	-0.4	-6	1.0	2	-4	22	2&-14	i	5
COc1ccccc1-c1nnc(NC(=O)OCC(C)C)s1	3	-1.2	-9	.	4	13	10	-5	0.5	0
Cc1cc(N2CCN(C)CC2)nc2ccc(NC(=O)c3ccc4c(c3)OCO4)cc12	2	-0.5	-6	.	4	4	-8	-2	1.5	-5
CCOc1ccc(C(C)=O)cc1CN1C(=O)NC2(CCCCCC2)C1=O	-1	-3.8	-2	1.4	-17	-4	31	-1	i	1
O=C(Cc1ccc(Cl)cc1)NNC(=O)C1CC=CCC1C(=O)O (stereo not drawn)	0	-1.9	2	1.2	1	.	2	.	-0.2	20
C/C(CC(=O)Nc1ccc(C)c(Cl)c1)=N\NC(=O)Cc1cnc(N)s1	-3	-1.4	2	-0.3	-4	-5	36	.	-0.3	2
S=C(NCC(c1ccco1)N1CCCC1)Nc1ccccc1 (stereo not drawn)	-5	-0.5	-1	1.1	-5	5	9	-2	i	4
COCCNC(=O)[C@@]1(Cc2ccccc2)C=C[C@@H](C)N1C(C)=O	3	-0.7	4	0.1	-3	0	23	11	2.4	-2
O=C(NC1CCN(Cc2ccccc2)CC1)c1cc(S(=O)(=O)N2CCOCC2)ccc1Cl	-9	0.4	.	-0.3	.	-4	.	-15	-1.9	-1
CCOC(=O)N1CCN(C(=O)c2ccc3nc(-c4ccccc4)c(-c4ccccc4)nc3c2)CC1	-4	0.0	4	0.0	-1	3	7	-15	i	44
Cc1cc(S(=O)(=O)N2CCN=C2c2ccccc2)ccc1F	-6	-0.2	2	.	6	-3	-38	-6	-0.4	2
Cc1ccc(NC(=O)COC(=O)CN2C(=O)C3CCCCC3C2=O)cc1S(=O)(=O)N1CCOCC1 (stereo not drawn)	1	-1.9	-5	.	1	2	-7	1	-0.2	-3
O=C(CC(=O)N/N=C/c1c(F)cccc1Cl)NCCc1ccccc1	1	-0.7	3	0.2	9	-3	12	.	-0.8	5
COc1ccccc1C(=O)OCC(=O)NC(C)CCc1ccccc1 (stereo not drawn)	7	-2.0	-4	1.4	-3	1	.	-6	-1.9	3
Cc1nc2ccccc2nc1Nc1cccc(Cl)c1	-6	6.0	-4	2.9	-6	-2	27	-59	-1.9	0
C=CCn1c(SCC(=O)c2cccs2)nc2sc(C)cc2c1=O	-3	-0.6	-1	.	-4	-2	4	-9	i	-2
C=CCN1C(=O)c2ccccc2Sc2ccc(C(=O)NCC(OC)OC)cc21	-15	-0.6	5	1.0	6	3	-3	-3	i	2
CC(C)CCC(O)(CCC(C)C)C(=O)NNc1ccccc1	-1	-0.8	1	.	-7	1	33	-19	-1.1	2
Cc1ccc(C(=O)NC2CC3CCC(C2)N3C)cc1 (stereo not drawn)	7	-1.5	.	0.9	-2	-1	.	-9	i	4
O=C(Nc1ccc(S(=O)(=O)Nc2ncccn2)cc1)c1cccc(Br)c1	10	-0.7	2	-1.2	.	4	12	-10	i	1
Cc1cnnc2c1-c1nonc1CC2	2	0.1	0	.	-5	0	6	4	7.1	-10
N#Cc1cc(-c2ccccc2)[nH]c1-c1nccc2ccccc12	4	4.8	3	1.2	-10	2	20	-6	0.8	2
Cc1cc(C)c(S(=O)(=O)N(CC(=O)O)C2CCCCC2)c(C)c1	-2	6.8	-1	.	11	4	8	-15	-0.5	11
O=C(Cc1ccc(-c2ccccc2)cc1)NC(c1ccccc1)c1ccccc1	-1	-0.2	-3	0.3	-8	-11	12	0	-0.1	11
Cc1ccc(S(=O)(=O)N(C)c2ccc(OC(=O)c3ccc(N4CCCC4=O)cc3)cc2)cc1	1	0.3	3	1.3	-12	-25	23	-3	0.5	-1
CC(=O)c1csc(COc2ccccc2)n1	4	0.2	6	2.2	2	-2	3	-20	0.7	5
CCCN(C(=O)c1c(CC)noc1C)c1c(N)n(Cc2ccccc2)c(=O)[nH]c1=O	-3	0.6	.	1.5	2	4	.	-6	i	-5
CC(=O)c1ccc(NC(=O)N2C3CCC2CC(O)(c2cccnc2)C3)cc1 (stereo not drawn)	0	0.3	1	2.2	-4	2	4	-3	-0.3	-8
COc1ccccc1C(C[N+](=O)[O-])c1c(N)n(C)c(=O)n(C)c1=O (stereo not drawn)	-2	.	-2	1.3	4	-5	0	-8	i	6
O=c1nc(/C=C/c2ccc(Cl)cc2Cl)cc(C(F)(F)F)[nH]1	.	-1.5	-2	1.0	.	-7	25	-7	-0.4	4
CCCn1cnc2c(=O)oc3ccccc3c21	1	0.7	1	.	-1	-15	20	1	2.5	-2
CCOc1ccccc1CNC(=O)CCCn1ccc2cc(S(=O)(=O)N3CCCC3)ccc21	1	1.3	5	-0.1	4	-5	4	-5	-0.9	32
Cc1ccn2cc(-c3cccc([N+](=O)[O-])c3)nc2c1	-3	0.9	-2	6.1	-5	-10	12	-2	-0.4	-3
C/C(=C\C=C\c1ccccc1)C(=O)c1c(C)cc(C)[nH]c1=O	1	-0.8	-3	2.1	1	6	8	5	i	9
O=c1c2c3c(sc2nc(NCCOCCO)n1Cc1ccco1)CCCCC3	-4	1.6	4	1.0	5	15	21	-8	i	-6
C=CCN(c1ccc(Cl)cc1)S(=O)(=O)c1cccc(C(=O)OCC(=O)N(C)C)c1	-2	-1.3	-4	1.4	-5	-4	-3	-13	-0.3	34
CCCNC(=O)NC(=O)CSc1nnc(-c2c[nH]c3ccccc23)o1	-8	1.2	-5	0.5	-5	10	27	-23	i	20
Cc1c(C(=O)O)cc(C(C)(C)C)n1CCSCCO	0	-0.6	1	0.8	1	9	20	-1	-0.3	-9
Cc1ccc(F)cc1NC(=O)C1CC(=O)N(CCc2ccccc2)C1 (stereo not drawn)	-7	-2.2	1	1.6	-8	-33	-2	5	-0.3	-2
Cc1cc(C)nc(NS(=O)(=O)c2ccc(NC(=O)Cc3ccccc3)cc2)n1	-8	0.3	2	0.1	-1	2	-3	-16&-2	-0.2	1
NS(=O)(=O)c1ccc(Cl)c(S(N)(=O)=O)c1	1	0.1	.	0.5	.	3	.	-9	-0.8	3

Three compounds already listed, ordered by molecular weight, rising:
SMILES	Anthrax LF prot	PfHsp40 rescue	SARS 3CLpro inh	TcdB GH inh	Rv3671c protease	MazF activator	VHR inh abs	SSB-PriA inh	BH1578 lux ind	Yp Topo-I inh
Cc1ccc(C(=O)NC2CC3CCC(C2)N3C)cc1 (stereo not drawn)	7	-1.5	.	0.9	-2	-1	.	-9	i	4
Cc1ccc(F)cc1NC(=O)C1CC(=O)N(CCc2ccccc2)C1 (stereo not drawn)	-7	-2.2	1	1.6	-8	-33	-2	5	-0.3	-2
CCCN(C(=O)c1c(CC)noc1C)c1c(N)n(Cc2ccccc2)c(=O)[nH]c1=O	-3	0.6	.	1.5	2	4	.	-6	i	-5

(next part)
SMILES	Anthrax LF prot	PfHsp40 rescue	SARS 3CLpro inh	TcdB GH inh	Rv3671c protease	MazF activator	VHR inh abs	SSB-PriA inh	BH1578 lux ind	Yp Topo-I inh
Cc1ccc(NC(=S)NNC(=O)c2nn(C)cc2Cl)cc1	2	0.5	0	.	7	4	9	-26	.	-4
Cc1cc(Cl)ccc1C(=O)C1CCCN(C(=O)CN2CCOC2=O)C1 (stereo not drawn)	0	-0.6	-1	1.3	.	1	9	2	i	0
COc1cc(/C=C/C(=O)OCC(=O)c2ccc(S(=O)(=O)N3CCCCC3)cc2)cc(OC)c1OC	0	-0.2	.	1.3	.	-3	.	-3	i	-3
NC(=O)c1ccc(NC(=O)c2cc(S(=O)(=O)N3CCCCC3)ccc2N2CCOCC2)cc1	0	-0.6	.	-0.4	-4	6	.	-17	-0.6	6
C[C@H]1COC(=O)[C@H](NC(=O)OCC2c3ccccc3-c3ccccc32)C/C=C\C[C@H](CC(=O)N(CCO)Cc2ccccc2)C(=O)N1	0	1.3	.	-0.7	-1	1	.	3	-0.9	22
CCOc1cc2c(cc1OCC)C(c1ccc(OC)c(OC)c1)N(c1ccc(C(=O)O)cc1)C(=O)C2 (stereo not drawn)	1	0.1	3	-0.6	3	7	8	2	-0.5	5
CC(C)(C)c1ccc(S(=O)(=O)N2CCN(C(=O)C3CCC3)CC2)cc1	-3	-0.5	-1	-0.5	-1	-4	22	-8	-4.5	7
Cc1ccc(S(=O)(=O)N2CCN(C(=O)COC(=O)c3cccnc3Cl)CC2)c(C)c1	8	-0.6	.	2.4	-2	5	.	7	1.5	14
O=[N+]([O-])c1ncccc1OCc1ccc(-c2ccccc2)cc1	-2	0.5	2	-1.4	6	-7	-23	-2	-0.4	9
CCn1c(SCC(=O)NCc2ccccc2)nnc1-c1cccnc1	3	0.4	1	.	8	-1	18	-6	-0.5	0
COc1ccc(Nc2nc(S(=O)(=O)c3ccc(C)cc3)c(Cl)s2)cc1	-2	20	1	1.3	9	0	-8	24	-6.7	5
CN(CC(=O)Nc1ccc(Cl)c(C(F)(F)F)c1)Cc1cc(=O)n2ccsc2n1	-3	0.5	0	-0.7	3	0	5	7	-0.2	-2
CC(NCC1COc2ccccc2O1)C1COc2ccccc2O1 (stereo not drawn)	12	-0.2	4	-5.4	3	-13	2	-33	-11	-1
CSCCC(NC(=O)c1ccc([N+](=O)[O-])cc1Cl)C(=O)OCC(=O)NCCCc1ccccc1 (stereo not drawn)	1	-0.1	-3	-1.8	4	-22	0	12	-0.3	19
NC(=NC1CCCCC1)NS(=O)(=O)c1ccccc1	3	0.7	1	-0.1	-3	0	10	-2	-0.6	2
CSCCC(NC(=O)c1ccc([N+](=O)[O-])cc1Cl)C(=O)OCC(=O)NCC(F)(F)F (stereo not drawn)	-3	0.1	1	0.8	2	2	30	-3	i	-6
CCCCNC(=O)c1ccc(-n2c(=S)[nH]c3ccccc3c2=O)cc1	-2	-0.8	-4	0.6	3	8	22	-8	2.1	5
c1ccc2c(c1)CCCN2Cc1nnnn1C1CCCC1	-17	-1.2	-6	.	1	-2	0	1	-0.3	1

Compound activity from PubChem BioAssay.
